GBA activity up: glucocerebrosidase activity enhancement; activation, % at 10 µM; AID 784; 30,000 tested, 0.44% active; L444P Gaucher fibroblasts, 4-MU-glucoside fluorescence, 3 days; in the data active = activation above about 65%;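 also: 0% = vehicle wells and 100% = positive control wells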
Target sequence (P04062 whole entry L483P): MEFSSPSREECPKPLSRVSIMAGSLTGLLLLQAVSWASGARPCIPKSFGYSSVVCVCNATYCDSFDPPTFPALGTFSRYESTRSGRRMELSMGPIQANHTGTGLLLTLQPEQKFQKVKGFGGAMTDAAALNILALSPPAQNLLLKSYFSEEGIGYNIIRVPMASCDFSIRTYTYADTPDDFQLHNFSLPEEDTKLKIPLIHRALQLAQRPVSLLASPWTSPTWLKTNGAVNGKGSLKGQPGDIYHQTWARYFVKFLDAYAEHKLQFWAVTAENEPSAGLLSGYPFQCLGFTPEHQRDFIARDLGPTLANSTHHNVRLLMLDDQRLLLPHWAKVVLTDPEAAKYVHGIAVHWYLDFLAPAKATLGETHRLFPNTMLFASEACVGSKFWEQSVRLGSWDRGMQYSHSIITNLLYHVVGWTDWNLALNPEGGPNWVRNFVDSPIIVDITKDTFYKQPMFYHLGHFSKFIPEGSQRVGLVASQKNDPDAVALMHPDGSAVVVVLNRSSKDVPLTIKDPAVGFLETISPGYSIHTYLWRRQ
* hit, by the source's call.

SMILES	GBA activity up
Cc1ccc(S(=O)(=O)c2cc3c(=O)n4cc(C)ccc4nc3n(CC3CCCO3)c2=N)cc1 (stereo not given)	-11.5
Cc1nc2ncnn2c(Nc2ccc3c(c2)OCO3)c1Cc1ccccc1	-14.7
Cc1nc2oc3c(NCc4ccccc4)ncnc3c2c2c1COC(C)(C)C2	-38.5
Cc1ccc(-c2nc(NC(=O)CSc3nnnn3-c3ccccc3)ns2)cc1	-23.7
Nc1ccc(-c2cnc(-c3ccc(N)cc3)nc2)cc1	-3.4
COc1ccc(C(=O)Nc2cccc(N(C)S(C)(=O)=O)c2)cc1OC	-0.9
Cc1c(Cl)cccc1N1C(=O)CC(N(O)c2ccccc2)C1=O (stereo not given)	-22.4
COc1ccccc1N1CCN(C(=O)Cn2nnc(-c3cccs3)n2)CC1	-45.0
Cc1cc(C)n(-c2nc3ccccc3c(=O)n2OCC(=O)Nc2c(C)cccc2C)n1	-2.0
Cn1c(SCC(=O)N2CCOCC2)nc2cccnc21	-18.5
CCCCCCn1c(N2CCC(C)CC2)nc2c1c(=O)[nH]c(=O)n2C	-14.1
Cc1cc(C)n(-c2ccc(C(=O)OCC(=O)Nc3ccc(S(=O)(=O)N4CCOCC4)cc3)cc2)n1	-3.1

As entered above.
Cc1ccc(S(=O)(=O)c2cc3c(=O)n4cc(C)ccc4nc3n(CC3CCCO3)c2=N)cc1 (stereo not given) in GBA activity up shows -11.5
Cc1cc(C)n(-c2nc3ccccc3c(=O)n2OCC(=O)Nc2c(C)cccc2C)n1 in GBA activity up shows -2.0
COc1ccccc1N1CCN(C(=O)Cn2nnc(-c3cccs3)n2)CC1 in GBA activity up shows -45.0

Further structures follow:
SMILES	GBA activity up
OC(CNCc1ccco1)Cn1c2ccccc2c2ccccc21 (stereo not given)	-60.5
Cc1nnc(SCC(=O)c2c(N)n(C)c(=O)n(C)c2=O)n1Cc1ccccc1	3.5
Cc1ccc2[nH]c(=O)c(CNC(C)C)cc2c1	-11.6
COc1ccc(CN(C(=O)CSc2nnc(-c3ccccc3F)o2)c2ccc(F)cc2)cc1	-6.8
CC1(C)CC(=O)C2=C(C1)Oc1ncn(CCO)c(=N)c1C2c1ccccc1 (stereo not given)	-19.2
CCOC(=O)c1cnn(-c2nc(C)nc3sc4c(c23)CCC4)c1N	-14.2
Cc1ccc(-c2nc(CS(=O)CC(=O)NCCN(CC(C)C)CC(C)C)c(C)o2)cc1 (stereo not given)	-26.8
COc1ccccc1C1c2c(oc3ccc(Cl)cc3c2=O)C(=O)N1c1cc(C)on1 (stereo not given)	-36.3
O=C(CSc1nc2sc3c(c2c(=O)n1Cc1ccco1)CCC3)N1CCc2ccccc21	-14.9
COc1ccc(CC(=O)OCc2cc3ccccc3[nH]c2=O)cc1	1.3
CCCN1C2=C(C(=O)CCC2)C(c2ccc(O)c(Br)c2)C2=C1CCCC2=O	-23.9
CCCc1nc(SCC(=O)N2CCC(Cc3ccccc3)CC2)c2c(=O)n(C)c(=O)n(C)c2n1	0.0
CC1(C)OC(=O)C(=CNn2cnc3ccccc3c2=O)C(=O)O1	-4.9
COc1cc(C)c(N)cc1C(C)C	-13.5
Cc1ccnc(NC(=O)CCc2c(C)nc3ncnn3c2C)c1	-34.9
Cc1cccc(OCc2nnc(SCC(=O)Nc3sc(C)c(C)c3C#N)n2C)c1	-68.7
COc1ccc(CN(C(=O)c2oc3ccccc3c2C)C2CCS(=O)(=O)C2)cc1 (stereo not given)	-53.0
CCC(Sc1ncnc2c1nnn2-c1ccc(F)cc1)C(=O)OC (stereo not given)	1.7
O=C1CCCc2c1cc(C(=O)Nc1ccc(Cl)cn1)c(=O)n2-c1ccccc1	-3.6
CCN(CC)c1nc(C#N)nc(N(CC)CC)n1	28.4
OCc1cc(CO)c(O)c(CCc2ccccc2)n1	3.5
O=C(CCSCCC(=O)N1CCCC1)N1CCCC1	-22.7
Cn1cnnc1SCC(=O)N1c2ccccc2-c2c(ssc2=S)C1(C)C	-16.0
CN1CCN(CCC(=O)Nc2ccc(OCc3ccccc3)cc2)CC1	-16.6

Among those listed so far, these contain a furan ring, fused or not:
SMILES	GBA activity up
Cc1nc2oc3c(NCc4ccccc4)ncnc3c2c2c1COC(C)(C)C2	-38.5
OC(CNCc1ccco1)Cn1c2ccccc2c2ccccc21 (stereo not given)	-60.5
O=C(CSc1nc2sc3c(c2c(=O)n1Cc1ccco1)CCC3)N1CCc2ccccc21	-14.9
COc1ccc(CN(C(=O)c2oc3ccccc3c2C)C2CCS(=O)(=O)C2)cc1 (stereo not given)	-53.0

(listing goes on)
SMILES	GBA activity up
CCc1ccc(NC(=O)C(C)Nc2ccc(S(=O)(=O)NC(C)=O)cc2)cc1 (stereo not given)	10.1
Cc1cc(C)n(C(=O)c2ccc(S(=O)(=O)NCC3CCCO3)cc2)n1 (stereo not given)	4.9
COc1ccc(CCn2c(-c3ccco3)nc3ccccc3c2=O)cc1OC	-1.3
COc1ccc(CC(=O)N2CCN(C(=O)c3ccco3)CC2)cc1	-9.6
CCOc1ccc(N(C(C)C(=O)NC2CCCCCC2)S(C)(=O)=O)cc1 (stereo not given)	2.3
Cn1c(=O)[nH]c(=O)c2[nH]c(NCCCN3CCOCC3)nc21	2.2
COc1ccc2nc(SCC(=O)Nc3ccc(S(=O)(=O)N4CCCC4)cc3)c(C#N)cc2c1	2.6
O=C1CC(=O)CC(c2ccco2)C1	-42.4
CCc1nc2ccccc2c(C(=O)OCC(=O)Nc2ccc(S(=O)(=O)N3CCOCC3)cc2)c1C	4.7
CCOc1ccccc1NC(=O)CSc1nnc(-c2ccccn2)n1Cc1ccco1	-43.8
COc1ccccc1N1CCN(Cc2nc(N)nc(Nc3ccc(C)c(Cl)c3)n2)CC1	3.9
O=C(O)C1CCN(C(=O)c2scc3c2OCCO3)CC1	-23.1

Some of these compounds in order of formula weight, lowest first:
SMILES	GBA activity up
O=C1CC(=O)CC(c2ccco2)C1	-42.4
O=C(O)C1CCN(C(=O)c2scc3c2OCCO3)CC1	-23.1
COc1ccc(CC(=O)N2CCN(C(=O)c3ccco3)CC2)cc1	-9.6
Cc1cc(C)n(C(=O)c2ccc(S(=O)(=O)NCC3CCCO3)cc2)n1 (stereo not given)	4.9
CCc1ccc(NC(=O)C(C)Nc2ccc(S(=O)(=O)NC(C)=O)cc2)cc1 (stereo not given)	10.1
COc1ccc2nc(SCC(=O)Nc3ccc(S(=O)(=O)N4CCCC4)cc3)c(C#N)cc2c1	2.6
CCc1nc2ccccc2c(C(=O)OCC(=O)Nc2ccc(S(=O)(=O)N3CCOCC3)cc2)c1C	4.7

Later entries.
SMILES	GBA activity up
O=C(CCn1c(=O)c2sccc2n(CC(=O)OCc2ccccc2)c1=O)NCc1ccco1	-47.0
COc1ccc(CNC(=O)c2cc3c(=O)n4ccccc4nc3n(Cc3ccco3)c2=N)cc1	-13.1
CCC(=O)Nc1cccc(NC(=O)CSc2nnc(C3CC3)n2C)c1	-19.1
Clc1ccc(Cn2ncc3c(NCc4cccnc4)ncnc32)cc1	-10.0
COc1ccccc1-c1nnc(SCC(=O)O)n1C	1.4
CCC(Sc1nc(=O)cc(N)n1-c1cccc(C)c1)C(=O)Nc1cc(C)on1 (stereo not given)	-1.3
CN1CCN(C(=O)N2CCNC2=O)CC1	-42.0
O=C(N1CCOCC1)N1CCC(n2nnc3cc(F)ccc32)CC1	13.6
CC(C)c1ccccc1NC(=O)c1cccnc1	-9.1
COC(=O)C1=CNC=C(C(=O)OC)C1c1cccc(OC)c1	-0.1
CCOc1ccc(S(=O)(=O)N2CCc3ccccc3C2)cc1	-10.2
CCOC(=O)c1oc2ccc(S(=O)(=O)Nc3ccc4c(c3)n(C)c(=O)n4C)cc2c1C	-32.4
O=C(c1cccc(N2CCCC2=O)c1)N1CCN(c2ccccc2)CC1	-4.3
COc1ccccc1-c1ccc(NC2CCCCC2)nn1	-6.5
CC(=O)Nc1ccc(S(=O)(=O)NCCNC(=O)c2ccccc2F)cc1	-12.1
COc1cc(NC(=O)Cc2ccccc2)cc(OC)c1	-22.1
CN(C)C(=O)Cn1nc(-c2ccccc2)c2ccccc2c1=O	-10.5
N#Cc1c(-c2ccc3c(c2)OCO3)csc1N	-1.3
O=C(Cc1ccccc1)NCc1nc2ccccc2[nH]1	-12.0
Cc1c(NC(=O)CCc2ccc(S(=O)(=O)N3CCOCC3)cc2)c(=O)n(-c2ccccc2)n1C	-10.2
O=C(Nc1ccccc1)N1CCC(C(=O)N2CCN(S(=O)(=O)c3cccc(F)c3)CC2)CC1	-1.9
Cc1ccc(Cn2nnc3c(=O)n(Cc4cccc(C)c4)cnc32)cc1	-1.1
CC(=O)OCc1c(F)c(F)c(-n2nc(C)cc2C)c(F)c1F	-42.5
CC(Sc1ccccc1)C(=O)Nc1cccc(N(C)S(C)(=O)=O)c1 (stereo not given)	4.4
CCOc1ccc(NC(=O)N(C2CCCCCC2)C2CCN(C(C)=O)CC2)cc1	21.1
Cc1nc(Sc2nnnn2C)c2c3c(sc2n1)CCC3	-2.1
Cc1cccc(OCc2nnc(N)s2)c1	2.5
COc1ccccc1-n1c(CNC(=O)c2ccco2)nnc1SCC(=O)Nc1cc(C)ccc1C	-6.4
COC(=O)CSc1nc2cc(C)cc(C)c2cc1C#N	-14.4
CN1CCN(C(=O)c2cc(-c3ccccc3)on2)CC1	-10.4
COc1n[nH]c2nncnc12	-47.4
CCCn1nc(C(=O)N2CC(=O)Nc3ccccc32)c2ccccc2c1=O	-23.6
COc1ccc(C(=O)n2nc(-c3ccc(Cl)cc3)nc2N)cc1OC	-18.6
Cn1c(=O)c2c(nc(CN3CCc4ccccc4C3)n2Cc2ccccc2)n(C)c1=O	6.9
CCOC(=O)N1CCN(C(=O)c2c(O)c3cccc4c3n(c2=O)CC4)CC1	-11.8
Cc1nc(N[C@@H](Cc2c[nH]c3ccccc23)C(=O)O)c2oc3ccccc3c2n1	-4.7
Clc1ccc(SCCCCn2ccnc2)cc1	-25.5
Oc1ccc(-c2n[nH]c(=S)n2Cc2ccccc2)cc1	-23.8
CCOC(=O)N1CCC(NC(=O)C2CCN(S(=O)(=O)N3CCCC3)CC2)CC1	-21.6
COc1ccc(C(=O)N2CCN(C(C)=O)CC2)cc1S(=O)(=O)NCc1ccc(Cl)cc1	-33.2
CC(C)c1ccc(NC(=O)C2CCN(S(C)(=O)=O)CC2)cc1	-14.2
COc1ccc(-c2csc(Cc3nnc4n3CCCCC4)n2)cc1	2.7
Cc1noc(C)c1C(=O)NCc1cccs1	1.3
CCN(CC)C(=O)CSc1nc(O)cc(=O)n1C	42.5
COc1cc(OC)c(C(=O)COc2ncnc3ccccc23)c(OC)c1	0.7
CCc1ccc2oc(=O)cc(CN(C)Cc3ccccc3)c2c1	-23.9
O=C(NCCc1cn2ccccc2n1)C1CCCCC1	10.0
COC(=O)c1cc(S(=O)(=O)N2CCOCC2)ccc1Sc1ccccc1N	-6.7
CS(=O)(=O)N1CCN(c2ccccc2NC(=O)c2cccs2)CC1	-0.3
CCn1c(=Nc2ccc(N3CCOCC3)cc2)ccc2ccccc21	-22.6
COc1ccc(-c2cc(N3CCCC3)n3ncnc3n2)cc1	3.4
CCC(C)(C(=O)NC1CCCC1)N(C(=O)c1ccccn1)c1ccccc1 (stereo not given)	-23.4
Cn1c(=O)c2c(nc(CN3CCOCC3)n2Cc2ccccc2)n(C)c1=O	-2.5
O=c1[nH]c(SCCOc2ccccc2)nc2ccccc12	-4.0
O=C(COc1ccc(Cl)cc1Cl)NCCCn1ccnc1	-11.0
O=C(Nc1ccccc1-c1ccccc1)C1CCCN(c2ncccn2)C1 (stereo not given)	-16.2
CCc1nnc(NC(=O)C2CCN(S(=O)(=O)Cc3ccccc3)CC2)s1	-21.8
CCOC(=O)N1CCN(C(=O)CCSCCc2ccncc2)CC1	19.0
COc1ccc2c(c1)CCc1c(C(=O)Nc3ccn(Cc4ccc(C)cc4)n3)noc1-2	-76.2
CCCCN1C(=O)c2ccc(C(=O)NC3=NCCS3)cc2C1=O	-47.6

The list continues:
SMILES	GBA activity up
COc1ccccc1NC(=O)CSc1nnc(Cc2cccn2C)n1CCc1ccccc1	5.0
CCOC(=O)C1C(c2cccs2)NC(=O)NC1(O)C(F)(F)F (stereo not given)	34.5
O=C(CN1C(=O)C2C3C=CC(C3)C2C1=O)Nc1cccc2c1CCCC2 (stereo not given)	-8.9
CC(C)OC(=O)c1nnn(-c2nonc2N)c1CN1CCc2ccccc2C1	-19.9
O=C(Nc1ccon1)c1sc2ccccc2c1Cl	7.0
COc1ccc(OCC(=O)Nc2ccc3c(c2)nc2n3CCSC2)cc1	-36.7
COc1ccccc1N1CCN(C(CNC(=O)c2ccc3c(c2)OCO3)c2cccnc2)CC1 (stereo not given)	-9.5
O=C(c1ccccc1)c1nc[nH]c1C(=O)Nc1ccccc1	7.3
CCOC(=O)c1sc2nc(SCC(=O)NCc3ccco3)n(Cc3ccccc3)c(=O)c2c1C	-30.5
CCCC(=O)Nc1ccc(NC(=O)C23CC4CC(CC(C4)C2)C3)cn1	-10.3
N#CC1=C(N)C2=C(N3CCCCC3)CCCC2C1(C#N)C#N (stereo not given)	-18.4
O=C1CC(C(=O)Nc2ccc(Br)cc2)C2(CCCC2)O1 (stereo not given)	1.0
Cc1ccc(CN(Cc2cccnc2)C(=O)CN2C(=O)COc3ccccc32)o1	4.1
CCOC(=O)C1CCCN(CCC(=O)Nc2ccc(F)c(F)c2)C1 (stereo not given)	-16.0
O=C(CCc1ccc(S(=O)(=O)N2CCOCC2)cc1)OCc1nc2ccccc2s1	4.5
Cc1cc(=O)[nH]c2cc(Cl)ccc12	-28.6
COc1cccc2cc(C(=O)N3CCN(c4ncccn4)CC3)c(=O)oc12	-41.3
CCc1c(C(=O)Nc2nnc(C3CC3)s2)csc1C	25.1
Cc1ccsc1C1C(C(=O)O)c2ccccc2C(=O)N1C (stereo not given)	-16.6
Cc1ccc(CCNS(=O)(=O)c2cnc[nH]2)cc1	-6.6
Cc1ccc2nc(-c3cccc(-c4nc5ccc(C)cc5o4)n3)oc2c1	-25.4
COc1ccc(C)cc1S(=O)(=O)N1CCC(C(=O)N2CCOCC2)CC1	-84.3
CC(C)(C)n1nnnc1C(c1cccc(C(F)(F)F)c1)N1CCOCC1 (stereo not given)	-20.2
CCCCNC(=O)NS(=O)(=O)c1ccc(NS(=O)(=O)c2ccccc2)cc1	-32.0
CCc1c(O)nc(SCC(=O)Nc2ccccc2C)[nH]c1=O	-3.1
CCOc1cc2[nH]c(=O)n(CC3CCC(C(=O)NCCC(C)C)CC3)c(=O)c2cc1OCC (stereo not given)	-12.2
COc1ccc(N(CC(=O)Nc2ccccc2SC)S(C)(=O)=O)cc1OC	-22.2

These rows are one share of the data; count on the stated rates, not on these rows.
